Source: PubChem BioAssay
GLS inhibitor = qHTS for Inhibitors of Glutaminase (GLS); Potency, µM (titrated, usually from 45.5 µM), inactives show at the top dose activity change, negative = inhibition, actives largely listed as inhibitors; actives 0.21% (n = 410,000); AID 624170, 2012; GLS enzymatic activity, qHTS titration; also: potency is read from the fitted curve at half-maximal effect; % is scaled to controls: 0 for no effect and ±100 for the full control effect
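Enzyme dispensed in phosphate buffer (45 mM, pH 8.2, 0.02% Tween-20), compounds pinned in, then 1 mM L-glutamine solution and the glutamate oxidase–HRP–Amplex Red mix added; fluorescence read immediately and again after 30 min at room temperature.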
Pin1 inhibitor = qHTS Assay to Find Inhibitors of Pin1. Pin1 FP peptide displacement, HiFluor488, 10 min. actives 0.009% (n = 390,000). AID 504891, 2011. Potency, µM (highest dose often 115 µM), without a hit: at the top dose activity, negative = inhibition, usual class: inhibitors; active = well fitted inhibition curve with a large enough effect in the polarisation, with a control signal flat, not every such curve was filed as active; inconclusive = small, poorly fitted or top-dose-only effect, or effect the other way, or a change in a side signal; inactive = no such curve, though single readings can be large or run the other way; the % refers to the polarisation; also: potency is read from the fitted curve at half-maximal effect; % is scaled to controls: 0 for no effect and ±100 for the full control effect
Target sequence (Q13526 whole entry, looked up): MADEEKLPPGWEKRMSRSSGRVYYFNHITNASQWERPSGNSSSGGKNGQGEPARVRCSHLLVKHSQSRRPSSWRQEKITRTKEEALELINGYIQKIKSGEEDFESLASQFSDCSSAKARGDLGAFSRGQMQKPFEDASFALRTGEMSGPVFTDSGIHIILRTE
HP1b chromo inh = HTS for Inhibitors of HP1-beta Chromodomain Interactions with Methylated Histone Tails; AlphaScreen HP1-beta / biotin-H3K9me3 peptide binding; Potency, µM (top dose mostly 114 µM), inactives show at the highest dose activity change, negative = inhibition, actives largely listed as inhibitors; actives 0.56% (n = 390,000); Chromobox protein homolog 1 (Homo sapiens), P83916; also: potency is read from the fitted curve at half-maximal effect; nearly all actives have a fitted effect of over 70% in size; inactives centre near 23
Target sequence (P83916 whole entry, looked up): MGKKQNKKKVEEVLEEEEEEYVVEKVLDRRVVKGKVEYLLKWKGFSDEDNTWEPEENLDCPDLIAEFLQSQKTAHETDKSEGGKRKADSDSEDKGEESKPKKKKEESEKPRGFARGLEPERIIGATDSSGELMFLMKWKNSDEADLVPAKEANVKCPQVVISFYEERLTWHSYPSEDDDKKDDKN
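HP1-beta protein (50 nM final) preincubated 30 min at room temperature with biotinylated H3(1-18)K9me3 peptide (50 nM) in PBS pH 7.4, 0.01% Tween-20, then compound added for 30 min. AlphaScreen streptavidin donor/nickel chelate acceptor beads (10 ug/mL final), 30 min dark, luminescence read.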
Tb PGK inh = qHTS Assay to Find Inhibitors of Phosphoglycerate Kinase; Phosphoglycerate kinase, glycosomal (Trypanosoma brucei brucei), P07378; PGK/GAPDH coupled, Kinase-Glo luminescence, 60 min; Potency, µM (top dose mostly 57.5 µM), inactives show at the top dose activity change, negative = inhibition, most hits filed as inhibitors; actives 0.043% (n = 380,000); AID 602233, 2012; also: potency is read from the fitted curve at half-maximal effect; % is scaled to controls: 0 for no effect and ±100 for the full control effect; nearly all actives have a fitted effect of over 60% in size
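Recombinant glycosomal PGK reaction used 1,3-bisphosphoglycerate generated in-well by GAPDH (100nM final) in 100mM TEA pH 7.6, 5mM MgCl2, 0.01% Tween-20. After 60 minutes at room temperature, ATP was read by Kinase-Glo Plus luminescence end-point.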
POLH inh = qHTS for Inhibitors of Polymerase Eta; recombinant Pol eta, fluorescent DNA replication assay; Potency, µM (highest dose often 114 µM), for the others: top-dose activity change, negative = inhibition, hits mostly inhibitors; DNA polymerase eta (Homo sapiens), Q9Y253; actives 1.2% (n = 390,000); also: potency is read from the fitted curve at half-maximal effect; % is scaled to controls: 0 for no effect and ±100 for the full control effect
Target sequence (Q9Y253 whole entry, looked up): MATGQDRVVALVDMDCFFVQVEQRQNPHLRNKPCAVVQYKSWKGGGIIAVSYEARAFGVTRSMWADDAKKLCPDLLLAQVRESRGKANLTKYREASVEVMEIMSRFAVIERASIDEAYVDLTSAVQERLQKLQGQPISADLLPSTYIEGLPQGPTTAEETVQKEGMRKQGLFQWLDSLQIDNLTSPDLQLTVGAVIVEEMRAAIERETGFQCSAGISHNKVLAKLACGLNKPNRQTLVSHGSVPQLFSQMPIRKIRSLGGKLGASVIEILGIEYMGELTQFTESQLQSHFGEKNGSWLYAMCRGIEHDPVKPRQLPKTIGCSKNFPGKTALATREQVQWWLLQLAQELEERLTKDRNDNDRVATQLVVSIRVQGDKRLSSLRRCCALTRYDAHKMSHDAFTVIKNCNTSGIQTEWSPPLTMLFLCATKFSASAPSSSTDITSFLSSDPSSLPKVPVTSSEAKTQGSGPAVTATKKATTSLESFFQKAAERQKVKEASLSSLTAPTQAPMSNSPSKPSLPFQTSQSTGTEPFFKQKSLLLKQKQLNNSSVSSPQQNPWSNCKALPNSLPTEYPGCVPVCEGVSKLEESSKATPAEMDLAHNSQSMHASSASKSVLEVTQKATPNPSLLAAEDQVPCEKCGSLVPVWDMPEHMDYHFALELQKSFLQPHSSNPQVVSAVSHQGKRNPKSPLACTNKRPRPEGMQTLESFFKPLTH
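Pol eta at 10 nM preincubated with compounds 15 min at room temperature; reaction started with fluorescent substrate (50 nM final) and read kinetically at 0 and 10 min.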
G9a block = qHTS Assay for Inhibitors of Histone Lysine Methyltransferase G9a; Histone-lysine N-methyltransferase EHMT2 (Homo sapiens), Q96KQ7; G9a H3K9 monomethylation, AlphaScreen, 2 h; Potency, µM (series often up to 102 µM), without a hit: top-dose activity, negative = inhibition, actives largely listed as inhibitors; actives 8.8% (n = 350,000); AID 504332, 2011; also: potency is read from the fitted curve at half-maximal effect; % is scaled to controls: 0 for no effect and ±100 for the full control effect; nearly all actives have a fitted effect of over 75% in size
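G9a (20 nM) was preincubated 15 min with compound, then reacted 2 h at room temperature with 500 nM biotin-H3K9 peptide and 20 µM SAM. Monomethyl-H3K9 detected by AlphaScreen using anti-H3K9me1 antibody.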
BAZ2B block = qHTS Assay for Inhibitors of BAZ2B | AlphaScreen BAZ2B-H3K14Ac peptide displacement | Potency, µM (highest dose often 114 µM), without a hit: top-dose activity change, negative = inhibition, usual class: inhibitors | actives 4.4% (n = 360,000); also: potency is read from the fitted curve at half-maximal effect; % is scaled to controls: 0 for no effect and ±100 for the full control effect; nearly all actives have a fitted effect of over 60% in size
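Compounds, titrated to a top concentration of 110 uM, were incubated 30 min at room temperature with preformed BAZ2B/acetyl-K14 H3 peptide complex (50 nM each). Proximity signal was measured by AlphaScreen after 20 min with beads.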
JMJD2A Tudor inh = qHTS Assay for Inhibitors of JMJD2A-Tudor Domain; Potency, µM (highest dose often 114 µM), without a hit: at the top dose activity change, negative = inhibition, most hits filed as inhibitors; actives 4.4% (n = 390,000); AlphaScreen JMJD2A-Tudor / H3K4me3 peptide binding; also: potency is read from the fitted curve at half-maximal effect; % is scaled to controls: 0 for no effect and ±100 for the full control effect; nearly all actives have a fitted effect of over 50% in size
PI4K2A block = qHTS for small molecular inhibitors of PI4K2A; Phosphatidylinositol 4-kinase type 2-alpha (Homo sapiens), Q9BTU6; purified PI4K2A, ADP-Glo luminescence, 1 h; stronger effect = lower value; activity change, negative = inhibition, % at 76.9 µM; actives 0.13% (n = 420,000); AID 1346378, 2018; in the data active = activity change below about -50%; inconclusive = mostly about -30% to -49%;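 also: -100% = wells without enzyme as full effect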
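PI4K2A activity was measured by ADP-Glo luminescence: enzyme (4 ug/mL stock) and phosphatidylinositol (1.2 mM stock) in Tris pH 7.5/MgCl2/EGTA/Triton X-100 buffer were reacted with ATP (300 microM stock) for one hour at ambient temperature.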
The depositor's hits bear a star; i = inactive; ? = inconclusive; nt = no result given; & = joins results of further samples; [ ] = another dose, or the depositor's remark. Unless noted, calls follow the shape of the dose curve; as a rule, active = well fitted curve in the direction sought with a large enough effect; inconclusive = small, poorly fitted or top-dose-only effect, or another doubt; inactive = no such curve, though single readings can be large; an effect the other way counts as inactive or inconclusive. An excerpt; the hit share may differ from the screen's.

SMILES | GLS inhibitor | Pin1 inhibitor | HP1b chromo inh | Tb PGK inh | POLH inh | G9a block | BAZ2B block | JMJD2A Tudor inh | PI4K2A block
CC1CCCC(C)N1C(=S)SCC(=O)O (centres undefined) | 1.8% | -0.9% | 19.2%[57 µM] | i | -13.5% | -4.8% | nt | -5.9% | 1.3
Cc1ccc(NC(=O)COc2coc(CN3CCc4ccccc4C3)cc2=O)c(C)c1 | 0.7% | 3.7% | 39.6% | 4.4% | -21.1% | 50.1µM* | -28.7% | -13.8% | 1.5
CN(c1ccc(C(=O)Nc2cccnc2)cc1)S(C)(=O)=O | 4.1% | -4.5% | 22.8% | -1.0% | -12.3% | 22.2%[59 µM] | -5.2% | -5.1% | -6.4
COC(=O)C1=C(C)N(Cc2ccccc2)C(=O)N[C@H]1c1ccc(Br)cc1 | -1.8% | -5.9% | 81.0%[activator] | i | -5.0% | 29.8%[59 µM] | 2.7% | -4.2% | -3.1
O=C1C=C(c2ccc3cc[nH]c3c2)C[C@@H](c2ccc3c(c2)OCO3)C1 | -13.3% | -12.1% | ? | ? | 22.4µM* | -4.0%[0.501 µM] | 50.1µM* | 56.2µM* | -26.8
CCCn1c(-c2cccc(F)c2)nc2c1c(=O)[nH]c(=O)n2Cc1ccccc1 | -2.1% | -1.0% | -3.1% | i | -1.5% | -2.3% | 2.3% | -19.0% | -3.2
CCc1nc2ccccc2nc1N1CCN(S(=O)(=O)c2ccc(Cl)cc2)CC1 | -0.4% | ? | 37.5%[activator] | -9.6% | -15.9% | 61.2%[activator] | 0.6% | 7.0% | -1.1
CCCC(NCC(=O)Nc1cc(S(=O)(=O)N2CCOCC2)ccc1OC)c1ccccc1 (centres undefined) | -0.7% | -4.4% | 30.0% | 2.2% | -29.7% | -9.2%[12.7 µM] | -5.9% | -19.4% | 2.0
O=C1c2cccc3cccc(c23)C(=O)N1CC1CCN(CC(O)COCc2ccc3c(c2)OCO3)CC1 (centres undefined) | 1.1% | -1.0% | -27.2% | -7.4% | -20.2% | -12.5%[59 µM] | -13.6% | ? | -2.8
O=C(Cn1ncc2c(=O)oc3ccccc3c21)N(Cc1ccco1)C1CCCCC1 | -2.4% | 3.5% | 22.4% | -8.8% | -6.8% | 0.8%[59 µM] | 6.8% | -11.8% | -2.5
O=C(NC(=S)N(CCc1ccccc1)CCc1ccccc1)c1ccco1 | 10.9% | -0.3% | 4.5% | 9.3% | -9.3% | -19.9% | ? | -33.8% | -5.0
CC(C)NC(=O)NC(=O)CN1C(=O)NC(Cc2c[nH]c3ccccc23)C1=O (centres undefined) | -3.5% | -4.7% | 45.6%[activator] | -9.2% | -9.3% | -37.4% | nt | -23.2% | 0.2
CCOC(=O)C(CCCCCCC(NC(C)=O)(C(=O)OCC)C(=O)OCC)(NC(C)=O)C(=O)OCC | -3.6% | ? | 21.9% | 7.0% | -3.3% | nt | 2.9% | 0.3% | 2.5
CC(=O)Nc1ccc(NC(=O)C/C(C)=N/NC(=O)C(=O)Nc2ccc(C)c(Cl)c2)cc1 | 8.7% | 4.1% | 37.8% | 4.7% | -3.5% | 56.2µM* | -38.6% | -1.4% | 6.3
CCOC(=O)c1cc(-c2ccccc2)nn1Cc1ccccc1 | 0.0% | 0.0% | 269.3%[activator] | -2.0% | -14.6% | 202.9%[activator][59 µM] | nt | 209.0%[activator] | 2.2
CN(C)c1nc(OCCNC(=O)COc2ccc(Cl)cc2Cl)nc(N2CCOCC2)n1 | 0.5% | -3.4% | 31.4% | 4.9% | -20.9% | 3.9%[59 µM] | -4.7% | -6.0% | -0.7
CCC1CCCCN1CCCNC(=O)Cn1c2ccccc2c2nc(=O)cc(C)n21 (centres undefined) | 0.3% | -1.2% | 23.0%[57 µM] | -9.3% | -4.2% | 20.1% | -4.2% | -0.3% | 3.4
Cc1ccc(C(=O)CSc2nnc(CNc3ccc(C)cc3C)o2)cc1 | 3.0% | -7.4% | 24.1% | -1.7% | -9.9% | 5.9%[12.7 µM] | 9.5% | -20.1% | 8.9
CN(CCC#N)C(=S)Nc1ccc(F)cc1 | -9.5% | -3.4% | 26.4% | -0.1% | -17.1% | 18.0% | -7.5% | 6.4% | -0.1
Cc1ccc(CNC(=O)C2CCCN2S(=O)(=O)c2ccc(Cl)cc2)cc1 (centres undefined) | 10.0% | -1.5% | 41.5%[activator] | 3.1% | -0.3% | ? | 2.8% | -11.5% | -0.2
O=S(=O)(c1ccc(NC(=S)N2CCCCC2CO)cc1)N1CCOCC1 (centres undefined) | 13.5% | nt | nt | -10.0% | -16.1% | nt | nt | nt | -1.3
COc1ccc(/C=N/n2cncn2)cc1COc1ccc(NC(C)=O)cc1 | 22.6% | 5.8% | -4.5% | -2.0% | 1.1% | 2.1%[12.7 µM] | 7.2% | 50.1µM* | -5.4
Cc1cc(C)n2nc(SCC(=O)Nc3ccc(O)cc3)nc2n1 | ? | -2.1%&-1.1% | 10.2%&15.6% | 12.8%&-1.1% | 2.1%&-7.0% | -4.5% | -11.6%&3.7% | -7.0%&-5.2% | -2.6&-8.0
C[C@H](CO)N1C[C@H](C)[C@@H](CN(C)C)Oc2c(NC(=O)c3ccncc3)cccc2C1=O | -1.5% | 0.8% | 57.5%[activator] | -1.8% | -3.1% | nt | nt | -12.6% | 0.1
N#Cc1cc2c(nc1SCC(=O)N1CCCCC1)CCCC2 | -14.1% | -1.1% | 31.0%[activator] | -12.1% | -3.8% | -3.7%[12.7 µM] | -5.4% | 6.9% | 1.7

Marked active in POLH inh, of those listed so far:
SMILES | GLS inhibitor | Pin1 inhibitor | HP1b chromo inh | Tb PGK inh | POLH inh | G9a block | BAZ2B block | JMJD2A Tudor inh | PI4K2A block
O=C1C=C(c2ccc3cc[nH]c3c2)C[C@@H](c2ccc3c(c2)OCO3)C1 | -13.3% | -12.1% | ? | ? | 22.4µM* | -4.0%[0.501 µM] | 50.1µM* | 56.2µM* | -26.8

Remaining list, next part:
SMILES | GLS inhibitor | Pin1 inhibitor | HP1b chromo inh | Tb PGK inh | POLH inh | G9a block | BAZ2B block | JMJD2A Tudor inh | PI4K2A block
COc1ccc(-n2cc(-c3ccccc3)c3c(=S)nc[nH]c32)cc1 | 11.5% | -14.2% | 33.5% | 1.3% | 3.0% | 20.3% | 79.4µM* | 7.4% | -2.0
CCC(C)NC(=O)CCNS(=O)(=O)c1ccc(Br)cc1 (centres undefined) | 0.8% | -0.8% | 1.6% | i | 8.6% | 9.9%[12.7 µM] | -2.0% | -12.9% | 2.4
CCNC(=S)N1CCC(NC(=O)C2CCCCC2)CC1 | -1.0% | -0.4% | 50.5%[activator] | -15.7% | -6.2% | 28.6% | -26.9% | -2.9% | 0.0
CC[C@H](C)[C@H]1CNC(=S)N1CC1CCN(CCCC2CCCC2)CC1 | 2.1% | 5.0% | 38.6% | -10.3% | -11.7% | nt | nt | -8.6% | -0.8
C[C@@H]1CN([C@H](C)CO)S(=O)(=O)c2ccc(C3=CCCCC3)cc2O[C@H]1CN(C)C(=O)Cc1cccnc1 | 0.6% | nt | nt | 3.1% | -11.0% | nt | nt | nt | 2.3
COc1ccc(C(=O)/C=C/c2ccccc2)c(OC)c1 | 18.2% | 3.8% | 26.8% | -5.8% | -7.3% | 15.0%[59 µM] | 5.4% | -5.4% | 2.3
O=C(CSc1nc2ccccc2c(=O)n1-c1ccc(F)c(Cl)c1)Nc1cccc(S(=O)(=O)N2CCOCC2)c1 | 4.9% | ? | 3.6% | -5.5% | -7.9% | -7.2%[59 µM] | 1.6% | -27.7%[57.1 µM] | 0.8
COc1ccc2cc(S(=O)(=O)N3CCCCCC3)ccc2c1 | -8.0% | 2.3% | 24.4% | 5.0% | -2.6% | nt | 13.8% | 7.6% | -2.6
Cc1cc2oc(=O)c(CC(=O)NCCCN(C)C)c(C)c2c2occ(C(C)(C)C)c12 | 5.7% | -4.6% | -19.5% | -7.1% | -3.7% | -22.4%[2.33 µM] | -28.1% | -26.8% | -3.8
COc1ccc(NC(=O)c2cccc(N3CCCS3(=O)=O)c2)c(OC)c1 | 3.6% | 2.6% | 6.4% | 13.4% | -17.1% | -0.2%[59 µM] | -2.9% | -14.9% | 1.8
Cc1ccc(OCC(=O)NCCNC(=O)c2ccco2)cc1C | -19.9% | 89.3%[activator] | 25.0% | i | -2.0% | 11.2% | -2.2% | -2.1% | -0.1
Cc1nn(CC(=O)N2CCN(C34CC5CC(CC(C5)C3)C4)CC2)c(C)c1[N+](=O)[O-] | -6.9% | 0.2% | 32.8% | 5.1% | -21.5% | 25.1µM* | 0.5% | 4.9% | 0.1
O=C(Nc1nccs1)c1ccc(N2C(=O)[C@@H]3[C@H](C2=O)[C@H]2C=C[C@@H]3C2)cc1 | 2.4% | -9.5% | 6.7% | -7.0% | -5.5% | ? | -13.5% | -4.2% | -3.2
CC(=O)c1ccc(NC(=O)C2CCC(C)NC2=O)cc1 (centres undefined) | -7.0% | -3.1% | 24.7% | -0.2% | -12.6% | 6.2%[12.7 µM] | 0.2% | 17.9% | 2.9
Cc1cccc(OCCCn2c(=O)sc3ccccc32)c1 | 1.3% | 0.9% | 219.9% | -3.7% | -0.4% | nt | 149.0%[activator] | 158.0%[activator] | -8.0
